E-sel inducer – E-selectin induction on HUVECs; 260,000 compounds, 0.37% hits; activation, % at 7.58 µM; AID 686992; HUVEC E-selectin immunofluorescence imaging; normalized: neutral wells 0, TNF-alpha wells 100;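 active = mean E-selectin-positive cell signal at least 10% of the positive control, reached in at least 60% of replicates, without over 20% cell loss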;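 also: in these data hits start at about 27%; measured in HUVEC primary endothelial cells; signal is the percent of cells scored E-selectin positive by PE staining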
Target sequence (P16581 whole entry, looked up): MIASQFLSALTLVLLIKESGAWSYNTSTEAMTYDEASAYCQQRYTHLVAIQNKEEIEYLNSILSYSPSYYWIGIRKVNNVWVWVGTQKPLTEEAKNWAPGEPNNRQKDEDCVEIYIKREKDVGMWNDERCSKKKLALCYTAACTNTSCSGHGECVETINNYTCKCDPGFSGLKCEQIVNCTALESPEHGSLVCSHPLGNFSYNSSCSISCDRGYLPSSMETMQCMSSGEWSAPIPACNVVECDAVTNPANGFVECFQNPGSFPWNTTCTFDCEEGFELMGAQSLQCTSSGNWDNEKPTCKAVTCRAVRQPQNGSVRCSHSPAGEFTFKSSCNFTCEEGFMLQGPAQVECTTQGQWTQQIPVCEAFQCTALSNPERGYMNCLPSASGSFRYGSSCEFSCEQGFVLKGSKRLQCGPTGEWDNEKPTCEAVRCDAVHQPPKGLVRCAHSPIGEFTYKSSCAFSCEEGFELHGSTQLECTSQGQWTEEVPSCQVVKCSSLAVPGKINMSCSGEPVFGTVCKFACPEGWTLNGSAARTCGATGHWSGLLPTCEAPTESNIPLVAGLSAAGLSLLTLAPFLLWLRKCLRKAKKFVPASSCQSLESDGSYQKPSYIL
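Material: HUVEC primary endothelial cells; Amount: 3,000 cells per well; Dosing: single concentration; Medium: EGM-2 growth medium on 0.1% gelatin-coated wells; Read-out basis: percent E-selectin-positive cells; Signal: immunofluorescence imaging; Control set: TNF-alpha, DMSO.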
PglD DTNB – blocks C. jejuni PglD acetyltransferase activity; purified PglD enzyme, DTNB colorimetric CoA detection; inhibition, % at 12.5 µM; 360,000 compounds, 0.098% hits; AID 602405; in the data active = inhibition above about 16%, passing the limit was not always enough; also: strong numbers were not always called active
Starred values were filed as active, the others as inactive. These rows are one share of the data; the hit share may differ from the screen's.

Results for Fc1ccc(-c2ccc(-c3nn4c(-c5ccco5)nnc4s3)o2)cc1 ?
E-sel inducer: -0.5; PglD DTNB: 1

Results for C/C(=N/NC(=O)c1ccc(Br)o1)c1ccncc1 ?
E-sel inducer: -0.7; PglD DTNB: 4

How did O=C(Nc1cc(Cl)ccc1Oc1ccccc1)c1ccc(F)cc1 do in these assays?
E-sel inducer: -0.2; PglD DTNB: -5

How did CC(=O)C1=C(c2ccccc2)NC(=S)NC1c1cc(Cl)c(OC(C)C)c(Cl)c1 (stereo unspecified) do in these assays?
E-sel inducer: 0.0; PglD DTNB: -4

What do the screens show for `C[C@H](CO)N1C[C@H](C)[C@@H](CN(C)Cc2ccc(C(F)(F)F)cc2)OCCCC[C@H](C)Oc2ccc(NC(=O)Nc3ccc(C(F)(F)F)cc3)cc2C1=O`?
E-sel inducer: 0.3; PglD DTNB: 3

How did CC(CCc1ccccc1)NC(=O)c1ccc(NC(=O)c2cccc(Br)c2)cc1 (stereo unspecified) do in these assays?
E-sel inducer: 0.2; PglD DTNB: -6

Results for CC(=O)c1cccc(N/C=C\C(=O)c2ccc(C)cc2)c1 ?
E-sel inducer: 0.2; PglD DTNB: -3

Results for COc1cc(/C=N/NC(=O)CCc2n[nH]c(=O)[nH]c2=O)ccc1O ?
E-sel inducer: 0.1; PglD DTNB: -1

What do the screens show for `CCc1cccc2cc3c(N)c(C(=O)Nc4ccc(S(=O)(=O)N5CCCC5)cc4)sc3nc12`?
E-sel inducer: -1.4; PglD DTNB: 2

What do the screens show for `COc1ccc(N=C2SC(C(=O)Nc3ccc(OC)cc3)CC(=O)N2CCN2CCOCC2)cc1` (stereo unspecified)?
E-sel inducer: 0.1; PglD DTNB: -5

Results for CN1C(=O)c2ccc(NC(=S)NC(=O)C(C)(C)C)cc2C1=O ?
E-sel inducer: 0.5; PglD DTNB: -8

How did COc1cc(/C=N/NC(=O)C2COc3ccccc3O2)cc(OC)c1OC (stereo unspecified) do in these assays?
E-sel inducer: 0.7; PglD DTNB: 1

How did Cc1nc(CN2CCOCC2)cc(=O)[nH]1 do in these assays?
E-sel inducer: -0.7; PglD DTNB: -6

Results for Cc1cc(C)nc(SCc2cc(=O)c(OC(=O)c3ccc(Br)o3)co2)n1 ?
E-sel inducer: 0.9; PglD DTNB: -2

What do the screens show for `Cc1[nH][nH]c(=O)c1C(c1ccc(O)c([N+](=O)[O-])c1)c1c(C)[nH][nH]c1=O`?
E-sel inducer: -0.1; PglD DTNB: -7

What do the screens show for `CC1CC(C)CN(CCCCOc2ccc([N+](=O)[O-])cc2)C1` (stereo unspecified)?
E-sel inducer: 0.0; PglD DTNB: -2

How did O=C1CCC(C(=O)NCc2cccnc2)N1 (stereo unspecified) do in these assays?
E-sel inducer: 2.8; PglD DTNB: 3

How did COc1cccc(NC(=O)COC(=O)COc2ccccc2[N+](=O)[O-])c1 do in these assays?
E-sel inducer: -0.5; PglD DTNB: 5

Results for C/C(=N/NC(=O)c1ccc(Br)o1)c1cccc(NC(=O)c2ccc(C)o2)c1 ?
E-sel inducer: 0.0; PglD DTNB: -2

Results for O=C(COC(=O)c1ccc([N+](=O)[O-])o1)Nc1cccc(S(=O)(=O)N2CCOCC2)c1 ?
E-sel inducer: 6.6; PglD DTNB: -4

What do the screens show for `COc1ccc(NC(=O)c2sc(N3CCOCC3)nc2-c2ccccc2)c(OC)c1`?
E-sel inducer: 0.1; PglD DTNB: 0

How did C[C@H](CO)N1C[C@H](C)[C@@H](CN(C)Cc2ccc(C(F)(F)F)cc2)OCCCC[C@H](C)Oc2ccc(NS(C)(=O)=O)cc2C1=O do in these assays?
E-sel inducer: 0.0; PglD DTNB: -1

How did Cc1ccc(/C=C/c2nc3ccccc3c(=O)n2CCc2ccccc2)cc1 do in these assays?
E-sel inducer: 1.6; PglD DTNB: 4

Results for CCCCONc1ncnc2nonc12 ?
E-sel inducer: 1.9; PglD DTNB: 5

How did CCOC(=O)C(=NC(C)CC)NNc1cccc(C(F)(F)F)c1 (stereo unspecified) do in these assays?
E-sel inducer: 0.5; PglD DTNB: 1

What do the screens show for `O=C(c1cccnc1)N1CCCCN2[C@@H](CO)[C@@H](c3ccc(C#Cc4cccnc4)cc3)[C@@H]2C1`?
E-sel inducer: 0.9; PglD DTNB: -3

Results for CCN(CC)S(=O)(=O)c1cccc(NC(=O)C(=O)c2c(-c3ccccc3)cc3ccccn23)c1 ?
E-sel inducer: 0.4; PglD DTNB: -8

Results for COC(=O)c1cc2c(ccn2-c2ccc(F)cc2)n1Cc1cccc(OC)c1 ?
E-sel inducer: 0.3; PglD DTNB: -17

How did Cc1ccc(CC(=O)Nc2ccccc2-c2ccccc2)cc1C do in these assays?
E-sel inducer: -0.3; PglD DTNB: -9

Results for O=C(C1CCCN(S(=O)(=O)c2cccc3nonc23)C1)N1CCN(c2ccccc2Cl)CC1 (stereo unspecified) ?
E-sel inducer: -0.3; PglD DTNB: 2

Results for O=C(C1=NN(c2ccccc2)C2C(=O)N(c3ccc(Cl)cc3)C(=O)C12)c1ccccc1 (stereo unspecified) ?
E-sel inducer: 0.2; PglD DTNB: 4

Results for COc1ccc(C2C3=C(CC(C)(C)CC3=O)Nc3c2c(=O)[nH]c2nc(C)nn32)cc1 (stereo unspecified) ?
E-sel inducer: -2.0; PglD DTNB: 0

What do the screens show for `CC(=O)N1c2ccc([N+](=O)[O-])cc2NC(=O)CC1C` (stereo unspecified)?
E-sel inducer: -0.2; PglD DTNB: -3

Results for Cc1ccc(NC(=O)c2ccccc2NS(=O)(=O)c2ccc(Cl)s2)cc1 ?
E-sel inducer: 0.7; PglD DTNB: 1

How did C=CCN(c1ccccc1)S(=O)(=O)c1ccc(Cl)c(C(=O)OCC(=O)c2[nH]c(C)c(C(C)=O)c2C)c1 do in these assays?
E-sel inducer: -1.6; PglD DTNB: 4

How did CC(O)C(NS(=O)(=O)c1ccc(Cl)cc1)C(=O)OCC(=O)Nc1cccnc1Cl (stereo unspecified) do in these assays?
E-sel inducer: 4.1; PglD DTNB: 6

Reprinted from the part before: 7 entries, followed by the next part.
Results for O=C(C1CCCN(S(=O)(=O)c2cccc3nonc23)C1)N1CCN(c2ccccc2Cl)CC1 (stereo unspecified) ?
E-sel inducer: -0.3; PglD DTNB: 2

Results for O=C(C1=NN(c2ccccc2)C2C(=O)N(c3ccc(Cl)cc3)C(=O)C12)c1ccccc1 (stereo unspecified) ?
E-sel inducer: 0.2; PglD DTNB: 4

Results for COc1ccc(C2C3=C(CC(C)(C)CC3=O)Nc3c2c(=O)[nH]c2nc(C)nn32)cc1 (stereo unspecified) ?
E-sel inducer: -2.0; PglD DTNB: 0

What do the screens show for `CC(=O)N1c2ccc([N+](=O)[O-])cc2NC(=O)CC1C` (stereo unspecified)?
E-sel inducer: -0.2; PglD DTNB: -3

Results for Cc1ccc(NC(=O)c2ccccc2NS(=O)(=O)c2ccc(Cl)s2)cc1 ?
E-sel inducer: 0.7; PglD DTNB: 1

How did C=CCN(c1ccccc1)S(=O)(=O)c1ccc(Cl)c(C(=O)OCC(=O)c2[nH]c(C)c(C(C)=O)c2C)c1 do in these assays?
E-sel inducer: -1.6; PglD DTNB: 4

How did CC(O)C(NS(=O)(=O)c1ccc(Cl)cc1)C(=O)OCC(=O)Nc1cccnc1Cl (stereo unspecified) do in these assays?
E-sel inducer: 4.1; PglD DTNB: 6

How did COC(=O)c1sc(NC(=O)c2cccc([N+](=O)[O-])c2)c(C(N)=O)c1C do in these assays?
E-sel inducer: -1.6; PglD DTNB: -2

What do the screens show for `COc1ccc(-c2oc3ncnc(N)c3c2-c2ccccc2)cc1`?
E-sel inducer: 1.0; PglD DTNB: -4

How did Cn1cc(/C=C2/SC(=O)N(c3ccccc3)C2=O)c2ccccc21 do in these assays?
E-sel inducer: 4.4; PglD DTNB: 7

Results for COc1cc(Cl)c(C)cc1NC(=O)c1cc(S(=O)(=O)N(C)C)ccc1N1CCCC1 ?
E-sel inducer: 1.8; PglD DTNB: 4

What do the screens show for `CC(C)COP(=O)(c1ccc(N(C)C)cc1)C(Nc1ccccc1)c1ccccc1` (stereo unspecified)?
E-sel inducer: 0.4; PglD DTNB: 12

What do the screens show for `COc1ccc(C(C(=O)NC2CCCCC2)N(C(=O)Cc2c[nH]c3ccccc23)c2ccccc2)cc1OC` (stereo unspecified)?
E-sel inducer: -0.2; PglD DTNB: 0

How did CCn1cc([N+](=O)[O-])c(C(=O)N2CCOCC2)n1 do in these assays?
E-sel inducer: 1.0; PglD DTNB: 3

Results for COc1cc(/C=N/NC(=O)C(=O)NCc2ccco2)ccc1O ?
E-sel inducer: -0.1; PglD DTNB: -1

Results for COc1cc(C)ccc1OCCOCCOc1cc(C)c(C)cc1Br ?
E-sel inducer: 1.4; PglD DTNB: 0

How did Cc1c(C(=O)OCC(=O)Nc2ccc3c(c2)OCO3)cccc1[N+](=O)[O-] do in these assays?
E-sel inducer: -0.5; PglD DTNB: -2

How did C=CCNC(=O)c1c(Cl)nc(C)c([N+](=O)[O-])c1C do in these assays?
E-sel inducer: 14; PglD DTNB: -11

How did O=C(CSC1CC(=O)N(CCc2ccccc2)C1=O)Nc1ccc(Cl)cc1 (stereo unspecified) do in these assays?
E-sel inducer: 0.2; PglD DTNB: -4

What do the screens show for `COc1ccc(C(=O)N(NC(=O)Oc2ccccc2)C(C)(C)C)cc1`?
E-sel inducer: 0.0; PglD DTNB: -4

What do the screens show for `COc1cc(/C=C2/SC(N)=NC2=O)ccc1Oc1ccc([N+](=O)[O-])cc1[N+](=O)[O-]`?
E-sel inducer: 0.0; PglD DTNB: 4

Results for COc1cc(CNC(C)(C)C)cc(Br)c1OCc1cccs1 ?
E-sel inducer: -0.1; PglD DTNB: 10

Results for O=C(NCc1ccc(Cl)cc1)c1ccccc1CCc1ccccc1 ?
E-sel inducer: 7.0; PglD DTNB: -1

Results for Cc1nnc(N(Cc2ccco2)C(=O)c2cccc(C#N)c2)s1 ?
E-sel inducer: -1.3; PglD DTNB: -1

Results for COc1ccc2cc(C(C)c3nc4ccccc4c(=O)n3N)ccc2c1 (stereo unspecified) ?
E-sel inducer: 0.7; PglD DTNB: 0

What do the screens show for `CCN(CC)C(=O)C(=O)N/N=C/c1ccc(C(=O)O)cc1`?
E-sel inducer: -0.1; PglD DTNB: -9

What do the screens show for `CC(C)NC(=O)N1CCCCN2[C@@H](CO)[C@@H](c3ccc(C#C[C@@H](C)O)cc3)[C@@H]2C1`?
E-sel inducer: -0.2; PglD DTNB: -4

How did COc1ccc(CCN(Cc2nc3ccccc3c(=O)[nH]2)C(=O)c2ccco2)cc1 do in these assays?
E-sel inducer: -1.5; PglD DTNB: -3

Results for Cc1cc(C)cc(NC(=O)CSc2ccc(-c3ccco3)nn2)c1 ?
E-sel inducer: 1.3; PglD DTNB: 2

How did NS(=O)(=O)c1ccc(NC(=S)NC(=O)c2ccco2)cc1 do in these assays?
E-sel inducer: -0.2; PglD DTNB: -2

What do the screens show for `CCCOC(=O)c1ccc(S(N)(=O)=O)o1`?
E-sel inducer: -0.1; PglD DTNB: -2

What do the screens show for `Cc1ccc(C)c(/C=C/C(=O)c2ccccc(=O)c2O)c1`?
E-sel inducer: 1.6; PglD DTNB: 8

Results for COC(=O)C1=C(C)N=c2s/c(=C/c3cccs3)c(=O)n2C1c1ccc(F)cc1 (stereo unspecified) ?
E-sel inducer: -2.1; PglD DTNB: -4

What do the screens show for `C=CCNC(=O)C12CCC(C)(C(=O)C1Br)C2(C)C` (stereo unspecified)?
E-sel inducer: -0.3; PglD DTNB: -13

What do the screens show for `COc1ccc(C(c2c(O)ccc3ccccc23)N2CCOCC2)c(OC)c1` (stereo unspecified)?
E-sel inducer: 2.6; PglD DTNB: -4

What do the screens show for `CC(NC(=O)CCCOc1ccc(Cl)cc1)c1ccccc1` (stereo unspecified)?
E-sel inducer: 0.0; PglD DTNB: 10

What do the screens show for `COc1ccc(C2C(C(=O)C(C)(C)C)=C(O)C(=O)N2Cc2ccccc2)cc1` (stereo unspecified)?
E-sel inducer: -0.6; PglD DTNB: 4

Results for Cc1cccc(N2CCN(C(=O)Cc3cn(C)c4ccccc34)CC2)c1C ?
E-sel inducer: 5.1; PglD DTNB: -3

Results for O=C(CC12CC3CC(CC(C3)C1)C2)NC(=S)NCc1ccccc1 ?
E-sel inducer: -0.3; PglD DTNB: -2

Results for Cc1cccc(-c2n[nH]c(=S)n2/N=C/c2ccc(C)s2)c1 ?
E-sel inducer: -0.4; PglD DTNB: -1

What do the screens show for `CCOC(=O)/C(=N\Nc1cc(Cl)ccc1Cl)N1CCN(C)CC1`?
E-sel inducer: 0.2; PglD DTNB: 2

How did CCc1nnc(NC(=O)CSc2nc(-c3ccccc3)cc(-c3ccc(OC)cc3)c2C#N)s1 do in these assays?
E-sel inducer: -0.1; PglD DTNB: 2

What do the screens show for `COc1cc(/C=C/c2noc(-c3ccccc3O)n2)cc(OC)c1OC`?
E-sel inducer: 0.1; PglD DTNB: 5

What do the screens show for `CCNc1c(C(=O)O)ccc2c1C(=O)c1ccccc1C2=O`?
E-sel inducer: -0.1; PglD DTNB: -2

How did O=C1c2cccc3cccc(c23)C(=O)N1/N=C/c1ccc(O)cc1O do in these assays?
E-sel inducer: 0.0; PglD DTNB: -8

Results for CCOc1ccc(CN(C(=O)c2oc3cc(C)ccc3c2C)C2CCS(=O)(=O)C2)cc1 (stereo unspecified) ?
E-sel inducer: -1.1; PglD DTNB: -4

How did Cc1ccc(NC(=O)Nc2nnc(Cc3ccc([N+](=O)[O-])cc3)s2)cc1C do in these assays?
E-sel inducer: 0.5; PglD DTNB: -1

How did O=C(COC(=O)c1cccc(NS(=O)(=O)/C=C/c2ccccc2)c1)Nc1ccccc1OC(F)F do in these assays?
E-sel inducer: 0.0; PglD DTNB: -2

Compound activity: PubChem BioAssay, Broad Institute
